HCMV antiviral: qHTS Assay for inhibitors of the human cytomegalovirus (HCMV). HFF cells, HCMV-luciferase reporter, 72 h; stronger effect = lower value. activity change, negative = inhibition, % at 57.5 µM. 4.5% of 410,000 active. AID 1259415, 2018; in the data active = activity change below about -60%; inconclusive = no clear call, values can overlap the other calls; inactive = above about -39%
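Cell-based, HFFs, 1000 cells/well, 16 h 37C; cpds in DMSO + HCMV-luc, MOI 1 PFU/cell; 72 h 37C; OneGlo luminescence after 5 min RT; norm. to buffer vs Salinomycin 10uM.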
AMA1-RON2 inh: qHTS for Inhibitors of AMA1-RON; Towards Development of Antimalarial Drug Lead: Primary Screen; Plasmodium falciparum AMA1 (3D7) - RON2 peptide interaction; Potency, µM (titrated, usually from 58.2 µM), for the others: at the highest dose activity change, negative = inhibition, most hits filed as inhibitors; AlphaScreen AMA1-biotinylated RON2 peptide binding; 0.2% of 360,000 active;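 note: potency is the fitted concentration of half-maximal effect; 0% = vehicle wells and -100% = peptide control; nearly all actives have a fitted effect of over 45% in size; some results filed as inactive show a strong effect at the top dose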
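AMA1 (3D7) with his tag at 25 nM final met compounds first, then biotinylated RON2 peptide at 25 nM; detection used donor plus acceptor beads, 10 µg/mL apiece, read by AlphaScreen after 30 min at room temperature.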
AmpC inh no detg: qHTS Inhibitors of AmpC Beta-Lactamase (assay without detergent); P00811; AmpC nitrocefin hydrolysis, absorbance 480 nm, 0.0001% Triton; Potency, µM (top dose mostly 57.1 µM), for the others: at the highest dose activity change, negative = inhibition, usual class: inhibitors; 0.52% of 330,000 active; AID 485341, 2010;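 note: potency is the fitted concentration of half-maximal effect; plate controls were no compound for no effect and no enzyme for full effect; nearly all actives have a fitted effect of over 20% in size; some results filed as inactive show a strong effect at the top dose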
Target sequence (P00811 whole entry, looked up): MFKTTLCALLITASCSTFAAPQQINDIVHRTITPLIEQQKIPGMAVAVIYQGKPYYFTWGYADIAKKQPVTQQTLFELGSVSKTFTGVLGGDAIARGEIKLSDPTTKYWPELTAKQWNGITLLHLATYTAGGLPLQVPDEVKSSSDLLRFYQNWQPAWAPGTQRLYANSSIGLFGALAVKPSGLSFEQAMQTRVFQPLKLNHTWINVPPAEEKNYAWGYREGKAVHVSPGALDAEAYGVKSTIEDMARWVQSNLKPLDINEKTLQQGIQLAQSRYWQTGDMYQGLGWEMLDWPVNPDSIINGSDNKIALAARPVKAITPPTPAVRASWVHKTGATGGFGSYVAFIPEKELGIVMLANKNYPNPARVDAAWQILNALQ
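AmpC (5.3 nM in the dispensed reagent) in 20 mM phosphate pH 7.0 with 0.01% (detergent screen) or 0.0001% Triton X-100 was preincubated with compounds for 15 min at room temperature. Nitrocefin was then added from an 800 uM solution, and hydrolysis was followed at 480 nm.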
Tb PYK inh: qHTS of Trypanosoma Brucei Inhibitors; pyruvate kinase (Trypanosoma brucei), Q57TT1; TbPYK enzyme, Kinase-Glo Plus ATP luminescence, 45 min; Potency, µM (highest dose often 76.8 µM), for the others: at the top dose activity, negative = inhibition, most hits filed as inhibitors; 0.12% of 410,000 active; note: potency is the fitted concentration of half-maximal effect; nearly all actives have a fitted effect of over 50% in size
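Enzyme and substrate buffer are dispensed first and compound is pin-transferred. ADP at 130 uM final then starts the reaction, which runs 45 min at room temperature. Detection reagent is added for 10 min before luminescence is imaged.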
LmPK inh: qHTS Assay for Inhibitors of Leishmania Mexicana Pyruvate Kinase (LmPK) | Q27686 | purified LmPK, Kinase-Glo ATP luminescence, 1 h | Potency, µM (doses to about 57.5 µM), for the others: at the highest dose activity change, negative = inhibition, actives largely listed as inhibitors | 0.37% of 290,000 active; note: potency is the fitted concentration of half-maximal effect
Target sequence (Q27686 whole entry, looked up): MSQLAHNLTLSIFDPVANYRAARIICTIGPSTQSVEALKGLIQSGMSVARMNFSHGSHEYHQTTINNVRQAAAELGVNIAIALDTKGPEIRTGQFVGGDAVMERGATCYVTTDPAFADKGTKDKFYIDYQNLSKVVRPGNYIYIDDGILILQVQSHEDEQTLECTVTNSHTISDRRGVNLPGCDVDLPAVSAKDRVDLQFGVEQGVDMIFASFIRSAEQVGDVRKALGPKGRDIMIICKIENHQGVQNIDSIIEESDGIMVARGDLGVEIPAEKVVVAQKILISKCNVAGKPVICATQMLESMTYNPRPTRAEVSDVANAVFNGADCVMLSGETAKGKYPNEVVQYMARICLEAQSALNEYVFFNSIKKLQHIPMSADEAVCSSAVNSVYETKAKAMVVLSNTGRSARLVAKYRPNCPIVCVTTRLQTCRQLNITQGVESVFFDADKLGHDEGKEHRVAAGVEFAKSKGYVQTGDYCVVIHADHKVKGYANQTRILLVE
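In 50 mM imidazole pH 7.2 with 7 mM MgCl2, LmPK (0.1 nM) turned over PEP (0.5 mM) and ADP (0.1 mM) for 1 h at room temperature. Luciferase read-out of ATP.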
HCV inhibitor: qHTS Assay for Inhibitors of Hepatitis C Virus (HCV); AID 651820, 2012; Potency, µM (titrated, usually from 41.8 µM), without a hit: top-dose activity change, negative = inhibition, actives largely listed as inhibitors; 3.4% of 340,000 active; Huh7.5.1 HCVcc-Cre infection, luciferase reporter, 44 h; note: potency is the fitted concentration of half-maximal effect
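Compounds are dispensed onto cells plated 4 h earlier at 1,000 per well, with HCVcc-Cre virus (about 0.5 moi) added next. Following 44 h of culture, luminescent signal is measured for 15 sec after 15 min with substrate at room temperature.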
AmpC detergent: qHTS Inhibitors of AmpC Beta-Lactamase (assay with detergent). AmpC hydrolysis of nitrocefin, absorbance 480 nm, 0.01% Triton. P00811. 0.041% of 370,000 active. Potency, µM (series often up to 114 µM), for inactives: top-dose activity change, negative = inhibition, actives largely listed as inhibitors;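 note: potency is the fitted concentration of half-maximal effect; 0% = no-compound wells and -100% = no-enzyme wells; nearly all actives have a fitted effect of over 25% in size; some results filed as inactive show a strong effect at the top dose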
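AmpC (5.3 nM in the dispensed reagent) in 20 mM phosphate pH 7.0 with 0.01% (detergent screen) or 0.0001% Triton X-100 was preincubated with compounds for 15 min at room temperature. Nitrocefin was then added from an 800 uM solution, and hydrolysis was followed at 480 nm.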
Numbers without * were called inactive; ? = inconclusive; nt = not tested or not shown; & = joins results of further samples; [ ] = dose if it differs, or a comment. Unless noted, calls come from the whole dose curve; as a rule, active = well fitted curve in the direction sought with a large enough effect; inconclusive = small, poorly fitted or top-dose-only effect, or another doubt; inactive = no such curve, though single readings can be large; an effect the other way counts as inactive or inconclusive. Unless noted, % is set by controls: 0 for no effect and ±100 for the full control effect.

SMILES | HCMV antiviral | AMA1-RON2 inh | AmpC inh no detg | Tb PYK inh | LmPK inh | HCV inhibitor | AmpC detergent
Cc1ccc(NS(=O)(=O)c2ccc3[nH]c(=O)sc3c2)cc1 | 6 | -16% | -31% | -6% | 7% | 20% | 2%
C=CCn1c(SCC(=O)Nc2nnc(CC)s2)nnc1-c1ccncc1 | -16 | -10% | 33%[2.29 µM] | 2% | -1% | 14% | -8%
Cc1cccc(CC2SC(N)=NC2=O)c1 (stereo not drawn) | -35 | -13% | -6% | -4% | -8% | 7% | -4%
Cc1cc(SCc2ccccc2)nc(=O)[nH]1 | 0 | -5% | -22% | 1% | -5% | 18% | -1%
COc1ccc(CNS(=O)(=O)CCNC(=O)c2ccccc2)cc1 | 7 | 10% | -1% | 3% | nt | 1%[8.37 µM] | ?
O=C(C[C@@H]1C/C=C/CC[C@H](Cc2ccc(F)cc2)C(=O)OC[C@@H](Cc2ccccc2)NC1=O)N[C@H](CO)Cc1ccccc1 | -99* | -1% | 56% | -2% | nt | ? | nt
COC(=O)C1=C(C)N(CCCC(=O)O)C(=O)NC1c1ccc(Br)cc1 (stereo not drawn) | 6 | 1% | -13% | 0% | -3% | 17% | ?
CCOc1ccc(NC(=O)Cn2cc(C(=O)c3ccc(C)cc3)c(=O)c3cc4c(cc32)OCO4)cc1 | -18 | nt | nt | -1% | nt | nt | -1%
CC1CN(C(=O)c2ccc(COc3ccccc3Cl)o2)CC(C)O1 (stereo not drawn) | -10 | -14% | 81%[activator] | 4% | -2% | 4% | 4%
CN1CCN(c2ccc(CNC[C@H]3O[C@@H](n4cnc5c(=O)[nH]c(N)nc54)[C@H](O)[C@@H]3O)c(S(C)(=O)=O)c2)CC1 | 2 | -1% | nt | -1% | nt | nt | nt
COC(=O)[C@@]1(Cc2ccc(F)cc2)[C@H]2c3cc(C(=O)N4CCCC4)n(Cc4cc(F)cc5c4OCOC5)c3C[C@H]2CN1C(=O)c1ccccc1 | -23 | -7% | nt | 3% | nt | nt | nt
Cc1nn(C)cc1CN(C)C(=O)c1cc(COc2ccc(F)cc2F)on1 | -30 | 5% | 40% | 2% | -5% | 5% | 5%
COc1cccc(NC(=O)CN(C)C(=O)CN2C(=O)NC3(CCCC3)C2=O)c1 | -22 | 16% | -13% | -4% | nt | 8% | -3%
CC(=O)NC1CC2CCC(C1)N2 (stereo not drawn) | -12 | 1% | -24% | 9% | 3% | -2% | 13%
COc1ccc([C@H]2CC(=O)C=C(c3ccc(C)cc3)C2)cc1OC | 8 | -22% | 88%[activator] | 7% | nt | ? | 3%
Cc1ccc(C)c(N2CCN(S(=O)(=O)CC34CCC(CC3=O)C4(C)C)CC2)c1 (stereo not drawn) | 21 | -1% | 63%[activator] | 4% | -6% | ? | 2%
COC(=O)Cn1c(=NC(=O)c2ccc3c(c2)OCCO3)sc2ccccc21 | -16 | nt | nt | -2% | nt | nt | 13%
CCCOc1ccccc1Cn1c(=O)oc2ccccc21 | -18 | 17% | -38% | -4% | 7% | 1% | ?
O=c1c(-c2ccc(O)cc2)coc2c(C3O[C@H](CO)[C@@H](O)[C@H](O)[C@H]3O)c(O)ccc12 (stereo partly drawn) | 9 | 8% | -9% | 3% | -2% | 21% | 2%
O=C(Cc1ccc(NC(=O)N2CCCCc3ccccc32)cc1)NCc1cccc(Br)c1 | 0 | nt | nt | 0% | nt | nt | 1%
CCc1ccc(NC(=O)CSC2=C(C#N)C(c3ccco3)C3=C(CCCC3=O)N2)cc1 (stereo not drawn) | -10 | -17% | -33% | 7% | -3% | ? | ?
NS(=O)(=O)c1ccc(N/C=C/C(=O)c2ccc(Br)cc2)cc1 | 4 | -2% | -25% | 3% | 5% | 21% | -2%
CCCCSCCCNC(=O)c1cc(-c2cccnc2)nc2ccc(S(=O)(=O)N3CCC(C)CC3)cc12 | 20 | nt | nt | 5% | nt | nt | 7%
COC1=CC(=O)CC(C)C12Oc1cc(OC)cc(OC)c1C2=O (stereo not drawn) | 13 | -20% | -24% | -8% | 0% | -16% | 1%
O=C(NCc1ccc(Cl)cc1)C1CCCN1C(=O)Nc1ccc(F)cc1 (stereo not drawn) | 27 | 15% | -4% | -1% | -3% | -10% | ?
O=C(CN1CCOCC1)Nc1ccc(OC(F)(F)F)cc1 | 29 | -2% | -3% | -4% | 3% | 1% | -3%
Cc1c(C)c2ccc(OCC(=O)N[C@@H](Cc3ccccc3)C(=O)O)cc2oc1=O | -77* | 0% | -10% | -1% | -8% | 6% | 0%
Fc1ccc(CNCc2ccc3c(c2)OCO3)cc1 | 17 | -13% | -11% | 2% | 6% | -1% | -11%
COc1ccc(CN(C)CC(O)COc2ccc(C(=O)c3ccccc3)cc2)c(OC)c1OC (stereo not drawn) | -40 | 1% | 82%[activator] | 0% | -1% | ? | 1%
Cn1cc(C(=O)CCl)c2ccccc21 | -98* | 17% | -11% | -7% | -7% | 7.9µM* | -1%
N#CC1=C2SCC(O)(c3ccccc3)N2C(=O)CC1c1ccccc1F (stereo not drawn) | 59 | -8% | -53% | 6% | 2% | ? | -6%
Cc1ccc2c(c1)[C@H]1[C@H](CO2)[C@H](c2ccccc2)[C@]2(C)C(=O)N(C)CC(=O)N12 | -21 | 4% | nt | 2% | nt | 32%[activator] | nt
CNc1nc(Sc2ccccc2)cc(C(F)(F)F)n1 | -3 | 10% | 124%[activator] | 9% | 4% | -12% | -5%
COc1ccc(/C=N/N=C2/CC(C)(C)Cc3n[nH]c(=O)cc32)cc1 | -23 | -13% | -16% | -2% | 5% | -15% | -2%
CCOC(=O)C1(CCc2ccccc2)CCN(Cc2ccc(NC(C)=O)cc2)CC1 | 57 | 8% | 28% | -1% | 0% | 1% | ?
CCCN(CCC)c1cc(Cl)nc(N)n1 | -40 | 14% | -9% | 2% | -8% | ? | 5%
Cc1ccc(F)cc1S(=O)(=O)Nc1cccc(C(=O)N2CCCC(C(N)=O)C2)c1 (stereo not drawn) | -17 | -4% | -19% | 0% | nt | 20% | -3%
CC(=O)Nc1cccc(/C(C)=N/NS(=O)(=O)c2ccc(C)cc2)c1 | -39 | 0% | -11% | -23% | -2% | 13% | -14%
CCOc1ccccc1C(=O)N(Cc1cccs1)C1CCS(=O)(=O)C1 (stereo not drawn) | 34 | -8% | -3% | 5% | -5% | ? | ?
COc1ccc(N2CCN(Cc3cccn3-c3nnc(N4CCN(C5CCCCC5)CC4)s3)CC2)cc1 | -1 | nt | nt | 1% | nt | nt | 1%

Entries of single compounds, looked up by structure. Order of screens: HCMV antiviral | AMA1-RON2 inh | AmpC inh no detg | Tb PYK inh | LmPK inh | HCV inhibitor | AmpC detergent
Profile of COc1ccc(/C=N/N=C2/CC(C)(C)Cc3n[nH]c(=O)cc32)cc1 = -23 | -13% | -16% | -2% | 5% | -15% | -2%
Profile of O=C(Cc1ccc(NC(=O)N2CCCCc3ccccc32)cc1)NCc1cccc(Br)c1 = 0 | nt | nt | 0% | nt | nt | 1%
Profile of CC(=O)Nc1cccc(/C(C)=N/NS(=O)(=O)c2ccc(C)cc2)c1 = -39 | 0% | -11% | -23% | -2% | 13% | -14%
Profile of O=C(CN1CCOCC1)Nc1ccc(OC(F)(F)F)cc1 = 29 | -2% | -3% | -4% | 3% | 1% | -3%

Next part.
SMILES | HCMV antiviral | AMA1-RON2 inh | AmpC inh no detg | Tb PYK inh | LmPK inh | HCV inhibitor | AmpC detergent
CN1C=CC=C/C1=C1/N=C(c2ccccc2)OC1=O | -40 | 15% | -25% | -3% | -7% | 10% | -4%
COc1ccc(S(=O)(=O)Nc2nnc(CC(C)(C)C)s2)cc1 | -35 | 17% | -18% | -5% | 2% | 25% | 3%
CC(=O)c1sc(NC(=O)c2cc(-c3ccccc3)nn2-c2ccccc2)nc1C | -3 | 7% | -18% | -1% | 1% | ? | -2%
COc1ccc(-c2c(C#Cc3ccsc3)c3cc(-c4ccc5cc[nH]c5c4)ccc3n2C)cc1 | 2 | -9% | -24% | -5% | nt | -10% | nt
CCN(Cc1ccncc1)C(=S)Nc1c(C)cccc1C | 16 | 0% | -8% | -11% | 1% | 8% | -4%
CCOc1ccc2nc(SCC(=O)NC(=O)C(C)C)sc2c1 | 20 | 4% | -16% | 1% | -2% | -15% | 6%
COc1cc(/C=C2\C(=O)ON=C2c2ccccc2)cc(Cl)c1O | 20 | -18% | -53% | -4% | -5% | 11% | ?
CCCNC(=O)c1cc(-c2ccc(OC)cc2)on1 | 40 | 3% | -14% | -3% | -9% | -17% | 3%
Cc1ccccc1NC(=O)CNC(=O)N1CC(=O)Nc2ccccc21 | 10 | 3% | nt | 2% | nt | nt | nt
Cc1cc(C)nc(SCC(=O)NN=C2CCCC2)n1 | -5 | 82%[activator] | -23% | -9% | 8% | -8% | -13%
NCC[C@H](O)C(=O)N[C@@H]1C[C@H](N)[C@@H](O[C@H]2O[C@H](CN)[C@@H](O)[C@H](O)[C@H]2O)[C@H](O)[C@H]1O[C@H]1O[C@H](CO)[C@@H](O)[C@H](N)[C@H]1O | ? | 41%[activator] | -19% | -12%&6% | 14% | -72% | -10%
NS(=O)(=O)c1ccc(CCNC(=O)C2CCCN(S(=O)(=O)c3cccnc3)C2)cc1 (stereo not drawn) | 8 | -1% | -14% | -5% | 6% | 6% | -7%
Cc1nnc(Sc2nc3c(c(=O)n(C)c(=O)n3C)n2Cc2ccccc2Cl)s1 | -3 | -8% | nt | 0% | nt | 8% | nt
NC(=O)c1cccc(-c2cccc3nccn23)c1 | 5 | -2% | nt | 4% | nt | nt | nt
O=C1CC(N2CCN(c3ccccn3)CC2)C(=O)N1c1ccc(F)cc1 (stereo not drawn) | -23 | 0% | -5% | 2% | 6%[11.5 µM] | 5% | 3%
C=CCNC(=O)C(=O)NCC(c1ccc2c(c1)OCO2)N1CCOCC1 (stereo not drawn) | -37 | -9% | -3% | 2% | 0% | 22% | -7%
Cc1cccc(N(C)C(=O)CSc2nc3ncccc3o2)c1 | -23 | nt | nt | 4% | nt | nt | 13%
COc1ccc(-c2cc(C(F)(F)F)nc(SCC(=O)NCCc3ccc(OC)c(OC)c3)n2)cc1 | -12 | nt | nt | -7% | nt | nt | 27%
Cc1ccc(-c2nnc(SCc3ccc(C#N)cc3)n2Cc2ccco2)cc1 | -18 | -12% | -8% | ? | -13% | ? | -1%
